# MRP resist rev – reverses drug resistance mediated by MRP | actives 0.04% (n = 85,000) | differential viability (reversal), % at 10 µM | H69AR cells + 2 uM doxorubicin, CellTiter-Glo, 72 h;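 active = viability drop by adding the cancer drug above about 55%, with treated viability meeting a 40% cutoff, limit read from the data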;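 note: viability without doxorubicin minus viability with 2 µM doxorubicin for each compound; larger differential means the compound sensitizes cells more to doxorubicin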
# PLAP inhibitors HTS – inhibition of human placental alkaline phosphatase – biochemical, luminescence, HTS (AID 690) | purified PLAP, luminescent substrate; higher % means a stronger effect | actives 0.08% (n = 96,000) | inhibition, % at 20 µM; hits with a dose series show IC50 in µM; in the data active = a potency from the dose series; inactive = the rest, 99 in 100 with inhibition below about 30%; note: strong numbers were not always called active
# IL1B NFkB inh – blocks IL-1B driven NFkB nuclear translocation in HUVEC cells; HUVEC IL-1B NFkB p65 nuclear translocation imaging; inhibition, % at 2 µM; actives 0.43% (n = 94,000);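 active = inhibition above about 30% together with a positive call from visual inspection of the well image, limit read from the data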;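 note: nuclear over cytoplasmic p65 intensity ratio measured by imaging; 0% = IL-1B stimulated DMSO wells and 100% = unstimulated DMSO wells; values of inactives mirror those of a sister screen read the other way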
# IL1B NFkB pot – enhances IL-1B driven NFkB nuclear translocation; HUVEC IL-1B NFkB p65 nuclear translocation imaging; activation, % at 2 µM; actives 0.3% (n = 94,000); AID 819;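 active = activation above 40%, about the mean plus 3 SD, also judged a hit on visual image review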;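 note: percent activation is computed from the nuclear over cytoplasmic p65 intensity ratio; values of inactives mirror those of a sister screen read the other way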
# Bcl-B displacement – displacers of TR3 peptide from Bcl-B, primary screen, selectivity assay for Bfl-1 inhibitor project, biochemical, fluorescence polarization | FP displacement of FITC-TR3 peptide from Bcl-B; higher % means a stronger effect | displacement, % at 20 µM; hits with a dose series show IC50 in µM | actives 0.11% (n = 96,000);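 active = displacement above 50% at 20 µM plus a fluorescence interference ratio under 1.5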;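 note: plate controls were wells without compound for no effect and wells lacking Bcl-B protein for full effect; a part of the inactive calls stands beside numbers as strong as those of hits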
# MRP resist rev cytotoxicity – also measured in MRP resist rev; calls as there; viability, %; H69AR cells, CellTiter-Glo, 72 h; measured here: cytotoxicity without doxorubicin
# MRP resist rev with doxorubicin – recorded beside MRP resist rev, whose call it bears; viability, %; measured here: viability with 2 uM doxorubicin; hits give low values
# IL1B NFkB inh cell count 2 µM – also measured in IL1B NFkB inh; calls as there; cell count; measured here: cells passing quality filter;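 raw number of nuclei counted in each imaged well without normalization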
# IL1B NFkB pot cell count 2 µM – second read-out of IL1B NFkB pot, no call of its own (marks repeat the call); cell count; measured here: cells passing quality filter
# Numbers without * were called inactive; / = no result given. Only part of the results is shown; count on the stated rates, not on these rows.
SMILES,MRP resist rev,MRP resist rev cytotoxicity,MRP resist rev with doxorubicin,PLAP inhibitors HTS,IL1B NFkB inh,IL1B NFkB inh cell count 2 µM,IL1B NFkB pot,IL1B NFkB pot cell count 2 µM,Bcl-B displacement
COc1cc(NC(=O)c2ccc(F)cc2)c(OC)cc1Cl,-7,69,75,/,3,167,-3,167,/
COc1cccc(C2C(C#N)=C(N)OC3=C2C(=O)CCC3)c1OC(=O)c1ccco1 (stereo not drawn),4,88,84,10%,-12,149,12,149,-5%
O=S(=O)(NCc1ccccc1)c1ccc(Cl)cc1,33,92,59,29%,5,105,-5,105,2%
COc1cccc(C2/C(=C(\O)c3c(C)nc4c(C)cccn34)C(=O)C(=O)N2CCCN(C)C)c1OC (stereo not drawn),-11,97,108,-18%,/,/,/,/,7%
COc1ccc(S(=O)(=O)N2CCCC(C(=O)NCc3ccncc3)C2)cc1Cl (stereo not drawn),-4,85,89,-80%,16,120,-17,120,-6%
O=C1Nc2ccccc2CCC1Sc1nnc(-c2ccc(Cl)cc2)s1 (stereo not drawn),26,113,86,/,-11,115,11,115,/
CCn1nc(C)c(/C=N/NC(=O)c2ccoc2C)c1C,-4,93,98,-10%,-9,155,9,155,-14%
Nc1nc(C(=O)N2CCOCC2)nn1C(=O)c1ccc(Cl)cc1,1,86,86,3%,/,/,/,/,5%
Cc1nc2ncnn2c(C)c1CCC(=O)NCCCN1CCN(c2cccc(Cl)c2)CC1,12,100,88,-61%,3,136,-3,136,-2%
COC(=O)c1sc(N2C(=O)c3oc4ccccc4c(=O)c3C2c2cccs2)nc1C (stereo not drawn),/,/,/,8%,8,165,-8,165,-11%
CC(C)Oc1ccc(CNC(=S)N/N=C/c2ccc([N+](=O)[O-])cc2)cc1,17,72,55,13%,-8,95,8,95,10%
O=C1CC(N2CCN(c3cccc(C(F)(F)F)c3)CC2)C(=O)N1c1ccc(F)cc1 (stereo not drawn),5,110,105,-7%,6,161,-6,161,-7%
Cc1nn2cc(-c3ccc(N)cc3)nc2s1,/,/,/,9%,3,100,-3,100,-26%
Cc1ccc(S(=O)(=O)N2CCC(C(=O)NCCCOC(C)C)CC2)cc1,6,97,91,-13%,10,142,-10,142,-7%
O=C(c1cccs1)N1CCN(C(=O)C(c2ccccc2)c2ccccc2)CC1,-10,80,90,-34%,40*,158*,-40,158,0%
CCCCNS(=O)(=O)c1cccc(S(=O)(=O)N2CCCC2)c1,-13,86,98,11%,/,/,/,/,4%
COc1ccc(CN2CC(C(=O)N3CCOCC3)CC2=O)cc1 (stereo not drawn),11,99,88,10%,-2,54,2,54,-3%
O=C1NC2(CCCCC2)N=C1c1ccccc1,9,107,98,0%,-16,120,16,120,1%
CCCC(=O)N1c2ccccc2[C@@H](N(C(C)=O)c2ccccc2)C[C@H]1C,1,89,88,-82%,2,143,-2,143,-2%
Cc1onc(-c2ccccc2)c1C(=O)Nc1ccc(S(=O)(=O)NC2=NCCCCC2)cc1,1,99,98,-7%,8,90,-8,90,8%
CCCCNC(=S)NNC(=O)c1csc(C)c1,-13,91,104,/,8,90,-8,90,/
Cn1c(NC(=O)C(C)(C)Oc2ccc(Cl)cc2)cc(=O)n(C)c1=O,10,99,90,1%,/,/,/,/,1%
N#CC1(Cc2ccccc2)c2ccccc2C=CN1C(=O)c1ccccc1 (stereo not drawn),/,/,/,13%,6,167,-6,167,-5%
CCOCC(=O)Nc1nc2ccc(OCC)cc2s1,-4,52,56,-1%,-15,144,15,144,0%
Cc1cc(=O)oc2cc(OCC(=O)N3CCOCC3)ccc12,-4,72,76,/,-18,98,18,98,/
CSc1ccccc1NC(=O)Nc1cccc(Cl)c1Cl,-16,81,97,30%,-10,115,10,115,0%
Cc1ccc2nc(C3CCN(C(=O)c4ccco4)CC3)[nH]c2c1,3,87,84,-5%,8,187,-8,187,7%
Cc1cccc(N2CCN(Cc3c(C)n(C)n(-c4ccccc4)c3=O)CC2)c1C,7,87,79,-68%,-1,137,1,137,4%
O=C(Oc1ccc(/C=N/Nc2ccccc2)cc1)c1ccccc1,/,/,/,4%,2,148,-2,148,5%
Clc1ccccc1-c1nnc2sc(-c3ccccn3)nn12,1,77,77,/,0,129,0,129,/
Cn1c(=O)n(C)c2cc(S(=O)(=O)NCCO)ccc21,1,97,95,-13%,-7,174,7,174,10%
CCC1CCCCN1c1nc(-c2ccncc2)nc2ccccc12 (stereo not drawn),-20,17,37,-43%,1,151,-1,151,-28%
CCCn1c(=S)[nH]c2cc(C(=O)N3CCCC(C(=O)OCC)C3)ccc2c1=O (stereo not drawn),18,58,40,-25%,-3,77,5,77,-11%
COc1cccc2cc(C(=O)N3C(C)CCCC3C)c(=O)oc12 (stereo not drawn),12,101,90,/,-1,148,1,148,/
C=C(C)c1cccc(C(C)(C)NC(=O)N2CCCCC2CC)c1 (stereo not drawn),/,/,/,-75%,-14,169,14,169,-13%
CC(C)(C)c1ccc(S(=O)(=O)N2CC(=O)Nc3ccccc32)cc1,9,98,88,15%,0,187,0,187,19%
COc1cccc(-c2nnn(CC(=O)Nc3ccc(C)cc3C)n2)c1OC,-4,48,52,-16%,/,/,/,/,-4%
COc1ccc(NC(=O)[C@@H]2[C@@H]3C(=O)N(C4CCCCC4)C(=O)[C@@H]3C3c4ccccc4C=CN32)cc1 (stereo partly drawn),6,79,73,-71%,-1,138,1,138,-90%
O=C(NCc1ccco1)C1CCN(S(=O)(=O)c2cccc3cccnc23)CC1,4,92,88,-4%,-3,141,3,141,4%
CCCCCCSc1nsc(N)n1,-7,83,89,7%,-12,159,12,159,-2%
CCCN1/C(=C(/C#N)C2=NS(=O)(=O)c3ccccc32)N(C)c2ccccc21,-5,78,83,-15%,/,/,/,/,1%
Cc1nc(NS(=O)(=O)c2ccccc2C)c2c3c(sc2n1)CCC3,13,102,88,-13%,-10,163,10,163,-17%
Cc1oc2c(C)c3oc(=O)c4c(c3cc2c1C)CCC4,6,74,68,9%,-3,161,3,161,-3%
O=C1Nc2ccc(F)cc2C12Nc1ccccc1-c1nnc(SCc3ccccc3)nc1O2 (stereo not drawn),/,/,/,-8%,5,109,-5,109,114%
Cc1ccc2c(c1)c(C)c(C)n2CC(O)Cn1nc(C)c(Br)c1C (stereo not drawn),/,/,/,-52%,-2,129,2,129,-12%

# Retrieved one by one from the entries so far (4):
SMILES,MRP resist rev,MRP resist rev cytotoxicity,MRP resist rev with doxorubicin,PLAP inhibitors HTS,IL1B NFkB inh,IL1B NFkB inh cell count 2 µM,IL1B NFkB pot,IL1B NFkB pot cell count 2 µM,Bcl-B displacement
Cn1c(=O)n(C)c2cc(S(=O)(=O)NCCO)ccc21,1,97,95,-13%,-7,174,7,174,10%
CCCN1/C(=C(/C#N)C2=NS(=O)(=O)c3ccccc32)N(C)c2ccccc21,-5,78,83,-15%,/,/,/,/,1%
C=C(C)c1cccc(C(C)(C)NC(=O)N2CCCCC2CC)c1 (stereo not drawn),/,/,/,-75%,-14,169,14,169,-13%
COc1cccc(-c2nnn(CC(=O)Nc3ccc(C)cc3C)n2)c1OC,-4,48,52,-16%,/,/,/,/,-4%

# (next part)
SMILES,MRP resist rev,MRP resist rev cytotoxicity,MRP resist rev with doxorubicin,PLAP inhibitors HTS,IL1B NFkB inh,IL1B NFkB inh cell count 2 µM,IL1B NFkB pot,IL1B NFkB pot cell count 2 µM,Bcl-B displacement
Fc1ccc(/C=N/n2c(-c3cccs3)n[nH]c2=S)cc1,/,/,/,5%,-4,99,4,99,-2%
CS(=O)(=O)N(CC(=O)N1CCCCC1)c1ccc(Cl)c(C(F)(F)F)c1,14,90,76,1%,-12,87,12,87,-7%
Cc1ccccc1CN1CCCNC1=O,7,95,88,/,7,135,/,/,/
O=C(N/N=C/c1cccs1)C1CC(=O)N(c2ccccc2)C1 (stereo not drawn),/,/,/,/,6,160,-6,160,0%
O=C(Nc1ccc(Cl)cc1)N(Cc1cccs1)Cc1cccs1,18,102,84,14%,4,154,-4,154,0%
CCOc1cc(C(N)=O)cc(OCC)c1OCC,6,99,93,5%,-10,148,10,148,-8%
Cc1ccc2c(c1)[C@@H]1CN(C)CC[C@@H]1N2S(=O)(=O)c1ccc([N+](=O)[O-])cc1,4,85,81,-21%,-3,157,3,157,-3%
O=C(c1cccc(F)c1)N1C2C=CC(C2)C1(C(F)(F)F)C(F)(F)F (stereo not drawn),4,100,95,1%,-4,143,4,143,-7%
CCc1cc2c(=O)c(-c3nc4ccccc4n3C)c(C)oc2c(CN(CC)CC)c1O,-7,87,94,-2%,-27,147,27,147,2%
COc1ccc(-c2nnc3sc(-c4ccco4)nn23)cc1OC,1,82,81,-36%,-35,178,35,178,1%
O=C(c1csc2ccccc12)N1CCN(c2ccc(Cl)c(Cl)c2)CC1,/,/,/,14%,62*,139*,-62,139,8%
CCN(CC)CCCN(C(C)=O)c1nc(-c2cc(OC)ccc2OC)cs1,12,83,71,-51%,-11,172,11,172,-19%
CSCCC(NS(=O)(=O)c1ccc(Cl)cc1)C(=O)OCC(=O)N1CCOCC1 (stereo not drawn),0,83,83,/,1,219,-1,219,2%
O=C(c1ccccc1S(=O)(=O)NCc1ccccc1)N1CCCCC1,-7,93,100,-1%,1,171,-1,171,14%
Cc1cc(C(=O)N/N=C/c2cc(Br)ccc2OC(=O)c2ccccc2)n[nH]1,/,/,/,-13%,-13,108,13,108,8%
O=C(Cc1cccs1)Nc1nnc(SCC(=O)N2CCCCC2)s1,0,93,93,6%,6,128,-6,128,-4%
CCc1nc2ccccc2c(C(=O)OCC(=O)Nc2cccc(S(=O)(=O)N3CCOCC3)c2)c1C,-25,22,47,-10%,-1,171,1,171,-3%
Cn1c(=O)cc(OCCCC(=O)N2CCCCC2)c2ccccc21,4,81,76,/,-17,158,17,158,/
Cc1ccccc1Nc1nnc(C)c(=O)n1N,/,/,/,-31%,-2,80,2,80,-13%
O=C(NC1CCCCCC1)C1CCCN(S(=O)(=O)c2cccs2)C1 (stereo not drawn),3,83,80,5%,-17,110,17,110,-9%
CCC(Sc1nnnn1-c1ccccc1)C(=O)Nc1nc2ccccc2s1 (stereo not drawn),/,/,/,/,13,108,-13,108,/
CCOC(=O)c1ccc(N2Cc3ccccc3C2)cc1O,6,90,84,15%,12,80,-12,80,-4%
O=C(CN1CCC(n2nnc3cc(F)ccc32)CC1)NCCc1ccccc1,20,102,82,/,-7,116,7,116,/
Cc1cccc(OCc2nnc(SCc3cc(=O)n4cc(Br)ccc4n3)o2)c1,20,90,70,-59%,/,/,/,/,-114%
COc1ccc(-c2noc(-c3ccccc3F)n2)cc1,-9,75,84,17%,-7,178,7,178,8%
CCC(Sc1nnnn1-c1ccccc1)C(=O)NC(C)c1ccccc1 (stereo not drawn),-36,69,105,15%,-20,147,20,147,-6%
Cn1ncc(Br)c1C(=O)OCC(=O)Nc1nc(-c2ccccc2)cs1,4,86,82,/,5,129,-5,129,/
Cc1ccc2c(Cl)c(C(=O)Nc3cc(C)on3)sc2c1,-6,41,47,0%,20,107,-20,107,-6%
O=C(CCn1nc(-c2ccc(Cl)cc2)c2ccccc2c1=O)NCCN1CCOCC1,10,92,81,-47%,1,159,-1,159,-2%
Cc1ccc(C(=O)NCc2cccs2)cc1S(=O)(=O)N1CCCCC1,2,98,96,15%,/,/,/,/,-3%
Cc1nnc(SCC(=O)OC2CC(C)CCC2C(C)C)[nH]c1=O (stereo not drawn),-7,82,89,-36%,-15,201,15,201,4%
O=C(Cn1cnc2c(cnn2-c2ccc(F)cc2)c1=O)N1CCCc2ccccc21,-2,94,96,/,-7,120,7,120,/

# Complete entries as entered above:
# Profile of O=C(c1cccs1)N1CCN(C(=O)C(c2ccccc2)c2ccccc2)CC1 : MRP resist rev = -10; MRP resist rev cytotoxicity = 80; MRP resist rev with doxorubicin = 90; PLAP inhibitors HTS = -34%; IL1B NFkB inh = 40*; IL1B NFkB inh cell count 2 µM = 158*; IL1B NFkB pot = -40; IL1B NFkB pot cell count 2 µM = 158; Bcl-B displacement = 0%
# Profile of Cc1oc2c(C)c3oc(=O)c4c(c3cc2c1C)CCC4 : MRP resist rev = 6; MRP resist rev cytotoxicity = 74; MRP resist rev with doxorubicin = 68; PLAP inhibitors HTS = 9%; IL1B NFkB inh = -3; IL1B NFkB inh cell count 2 µM = 161; IL1B NFkB pot = 3; IL1B NFkB pot cell count 2 µM = 161; Bcl-B displacement = -3%

# Assay outcomes as filed in PubChem BioAssay.
